Caspase-7 inhib – blocks human caspase-7 allosterically or competitively; recombinant caspase-7, Ac-DEVD-AFC fluorescence rate; Potency, µM (highest dose often 57.5 µM), inactives show at the highest dose activity change, negative = inhibition, hits mostly inhibitors; actives 0.02% (n = 75,000); active means well fitted inhibition curve with a large enough effect in the main read-out, with a control signal flat, not every such curve was filed as active; inconclusive means small, poorly fitted or top-dose-only effect, or a change in a side signal; further: potency means the concentration at half of the fitted maximal effect; % of control where 0% means no effect
FLuc inh – blocks Photinus pyralis firefly luciferase activity. purified firefly luciferase, luminescence, 8 min. Potency, µM (highest dose often 57.1 µM), without a hit: at the highest dose activity change, negative = inhibition, hits mostly inhibitors. actives 2.2% (n = 72,000). AID 411; further: potency means the concentration at half of the fitted maximal effect; on the % scale 0 is the no-effect control and ±100 the full control effect; nearly all actives have a fitted effect of over 40% in size
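Inhibition of light generation by firefly luciferase from ATP and luciferin was profiled with concentration-response curves per sample, ATP held at 10 uM within the enzyme's linear range. Plates were read by luminescence after an 8-minute ambient incubation.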
ERK AVP inh – blocks ERK signaling stimulated by vasopressin | HEK293-V1b, vasopressin-stimulated pERK AlphaScreen | Potency, µM (highest dose often 57.5 µM), inactives show at the top dose activity, negative = inhibition, most hits filed as inhibitors | actives 0.99% (n = 72,000) | AID 995; further: potency means the concentration at half of the fitted maximal effect; on the % scale 0 is the no-effect control and ±100 the full control effect; nearly all actives have a fitted effect of over 55% in size
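V1b-HEK293 cells; cpd 30 min 37C; 25 nM vasopressin 5 min; lyse 10 min; AlphaScreen beads 5 hr RT. Normalized to DMSO basal and 25 nM vasopressin; AC50 by Hill fit.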
Tau fil binding – tau filament binding. P10636. recombinant tau filaments, thioflavin S fluorescence, 15 h; filaments grown with octadecylsulfate alongside compound. Potency, µM (series often up to 57.1 µM), without a hit: top-dose activity change, negative = inhibition. actives 2% (n = 71,000). AID 596;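 further: potency means the concentration at half of the fitted maximal effect; on the % scale 0 is the no-effect control and ±100 the full control effect; actives lower thioflavin S fluorescence by blocking filaments or displacing dye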
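Assay mix: 1 uM His-tagged tau, 30 uM sodium octadecylsulfate, thioflavine S dye in HEPES/NaCl/DTT buffer. Compound is added prior to the inducer. Fluorescence after 15 h at 37 C.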
CRE Fsk mod – CRE-bla signaling modulation under forskolin stimulation. AID 662. CHO CRE-bla reporter (cAMP response element driving beta-lactamase), forskolin EC10, beta-lactamase ratio. Potency, µM (titrated, usually from 38.2 µM), for inactives: at the top dose activity change, negative = inhibition, hits mostly activators. actives 2.5% (n = 71,000); active means well fitted activation curve with a large enough effect in the signal ratio, with a control signal flat, not every such curve was filed as active; inconclusive means small, poorly fitted or top-dose-only effect, or effect the other way, or a change in a side signal; the % refers to the signal ratio; further: potency means the concentration at half of the fitted maximal effect; % of control where 0% means no effect
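AC50 values, positive or negative, reflect shifts in EC10 NKH 477-induced CRE-bla reporter activity in CHO cells. Incubation lasted 3 h at 37 °C before CCF4 substrate (2 h, room temperature) and ratiometric 460/530 nm reading.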
A350 autofl – compounds fluorescent in Alexa 350 spectral region; Compound autofluorescence, 340/450 nm, Alexa 350 dye-equivalents; stronger effect = higher value; max dye-equivalent concentration, M; actives 11% (n = 59,000); AID 590; in the data active means max dye-equivalent concentration above about 10 nM; inconclusive means mostly about 1.1 nM to 9.6 nM
Casp1 inh – blocks human caspase-1 allosterically or competitively; P29466; Caspase-1 enzyme, Ac-WEHD-AFC fluorogenic rate; Potency, µM (series often up to 57.5 µM), for inactives: at the highest dose activity change, negative = inhibition, usual class: inhibitors; actives 0.03% (n = 75,000); AID 900;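 further: potency means the concentration at half of the fitted maximal effect; plate controls were vehicle for no effect and no substrate for full effect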
BRCT PPI green – BRCA1 BRCT-phosphoprotein interaction inhibition; BRCA1 BRCT-phosphopeptide binding, green fluorescence polarization; Potency, µM (titrated, usually from 76.9 µM), inactives show at the top dose activity change, negative = inhibition, hits mostly inhibitors; P38398; actives 0.05% (n = 75,000);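 further: potency means the concentration at half of the fitted maximal effect; plate controls were peptide without protein for full effect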
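Compounds were incubated for 12 min at room temperature with a complex of 100 nM fluorescein-tagged pBACH1 decapeptide and 250 nM His-tagged BRCT protein. Buffer was phosphate pH 7.3 with EDTA, DTT and Tween 20. Disruption of binding lowers the polarization signal.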
USP2a inhib – blocks human ubiquitin-specific protease USP2a | USP2a enzymatic assay, qHTS inhibition | Potency, µM (highest dose often 38.3 µM), for inactives: at the top dose activity change, negative = inhibition, usual class: inhibitors | actives 0.1% (n = 60,000);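 further: potency means the concentration at half of the fitted maximal effect; nearly all actives have a fitted effect of over 60% in size; plate controls were DMSO for no effect and NEM full inhibition control for full effect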
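20 nM USP2 core + cpd, 30 min RT; add 20 nM Ub-PLA2/20 uM NBD C6-HPC; read Ex460/Em535 at 0 h and 2.5 h. Normalized to NEM; qHTS curve fit/classification.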
BRCT inh red – disrupts BRCA1 BRCT binding to phosphoprotein, red fluorophore readout; BRCT-phosphopeptide binding, red fluorescence polarization; actives 0.03% (n = 75,000); Potency, µM (series often up to 76.9 µM), for the others: at the top dose activity change, negative = inhibition, actives largely listed as inhibitors; further: on the % scale 0 is the no-effect control and ±100 the full control effect
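Rhodamine-labelled pBACH1 10-mer (100 nM) bound to BRCT domain (100 nM) at pH 7.3; compounds incubated 12 min room temperature, polarization read. Free peptide defines full inhibition; unlabelled decapeptide titrated as control.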
HEK293 cAMP cs – raises cAMP in parental HEK293 cells, TSHR agonist counter-screen | parental HEK293 CNG cAMP sensor, membrane potential fluorescence | Potency, µM (series often up to 57.1 µM), for inactives: top-dose activation, most hits filed as activators | actives 2.5% (n = 73,000) | AID 938; further: potency means the concentration at half of the fitted maximal effect; % of control where 0% means no effect; nearly all actives have a fitted effect of over 55% in size
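Counterscreen for endogenous-receptor signalling: CNG-channel HEK 293 cells report cAMP rise by membrane depolarization. After 60 min dye equilibration with 100 uM RO 20-1724, compounds incubated 30 min before bottom-read fluorescence at 590 nm.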
Numbers without * were called inactive; i = inactive; ? = inconclusive; / = not tested or not shown; & = joins results of further samples; ! = a repeat was not active; [ ] = another dose, or the depositor's remark. Unless noted, the call rests on the fitted dose curve; in most records, active means well fitted curve in the direction sought with a large enough effect; inconclusive means small, poorly fitted or top-dose-only effect, or another doubt; inactive means no such curve, though single readings can be large; an effect the other way counts as inactive or inconclusive.

compound	Caspase-7 inhib	Casp1 inh	CRE Fsk mod	HEK293 cAMP cs	FLuc inh	Tau fil binding	BRCT inh red	ERK AVP inh	USP2a inhib	BRCT PPI green	A350 autofl
CN(C)CCNc1nc2c(c(=O)n(C)c(=O)n2C)n1C	1.5%[11.5 µM]	-0.6%[11.5 µM]	-7.6%[7.6 µM]	0.3%[11.4 µM]	4.3%[11.4 µM]	3.8%[11.4 µM]	1.3%[15.4 µM]	5.0%[11.5 µM]	/	-2.1%[15.4 µM]	i
Cc1nc(CCNC(=O)COc2ccccc2)cs1	-0.4%	-7.6%	-0.3%	16.8%	1.2%	-13.8%	-1.5%	/	/	0.1%	/
Cc1cccc(N2CCN(C(=O)Cc3c(C(=O)O)[nH]c4ccc(Cl)cc34)CC2)c1C	-12.4%	-8.4%	13.5%	-15.3%	1.8%	24.6%	-0.7%	19.1%	46.9%[activator]	0.9%	i
CCN1CCN(C(=O)c2cc3nc(-c4ccccc4)cc(C(F)(F)F)n3n2)CC1	-3.2%	-3.6%	?	4.9%	2.2%	?	0.1%	-22.9%	16.5%	0.5%	1.25e-08M*
O=c1c2ccccc2nnn1CSc1nnc(-c2cccnc2)n1-c1ccccc1F	0.6%	-0.1%	?	26.6%	0.5%	21.7%	1.6%	3.4%	12.3%	-0.3%	i
COc1ccc(C(=O)N2CCN(C3CCC(c4ccccc4)CC3)CC2)cc1OC (stereo unspecified)	-0.6%	2.3%	-1.4%	9.0%	1.4%	9.8%	0.5%	2.4%	23.4%	-0.3%	i
Cn1cccc1C(=O)N1CCC2(CCCN(Cc3ccccc3)C2)CC1	2.6%	-0.7%	?	?	-1.9%[11.4 µM]	-0.1%	-1.5%	-11.9%	29.8%	-3.0%	i
CN1CCC(NC(=O)Cc2c(F)cccc2Cl)CC1	-0.2%	-0.2%	0.6%	10.9%	1.5%	-10.2%	-0.3%	-15.8%	-4.6%	0.1%	i
Cc1ccc(C(N)=S)c(C)c1	-1.5%	1.8%	-0.6%	4.7%	1.2%	-6.1%	0.1%	7.4%	1.3%	-2.8%	i
O=c1cc(COn2nnc3ccc(C(F)(F)F)cc32)nc2sccn12	-1.3%	-1.8%	-3.7%	1.5%	-0.4%	-6.4%	1.3%	13.4%	-17.2%	-0.8%	i
O=C1C2CCCN2C(c2ccc(F)cc2)N1c1cccc(Cl)c1 (stereo unspecified)	-0.5%	-4.0%	-4.2%	8.2%	-1.1%	-11.5%	1.3%	-8.8%	/	0.2%	/
CCOC(=O)N1CCN(CC(=O)c2c(C)[nH]c3ccccc23)CC1	-3.1%	0.3%	-7.3%	13.8%	0.3%	-6.1%	-2.8%	-9.6%	7.9%	-0.9%	?
COc1ccc(C)cc1N(CC(=O)Nc1cccc(N(C)S(C)(=O)=O)c1)S(C)(=O)=O	0.0%	-2.6%	-10.4%	-2.6%	-2.1%	-5.0%	0.8%	-21.7%	4.3%	-1.3%	i
CC(C)C(=O)Nc1cccc(C(=O)Nc2ccc3c(c2)OCO3)c1	2.0%	-1.8%	1.0%	?	15.8µM*	-20.0%	-1.7%	-14.7%	/	-4.3%	i
O=C(CN1CCC(O)CC1)N1c2ccccc2C=Cc2ccccc21	-1.0%	-1.2%	0.7%	12.5%	-3.2%	-3.2%	0.0%	-9.6%	3.3%	-1.4%	i
O=C(c1ccc(O)cc1)c1ccc(C(=O)O)c(C(=O)O)c1	-0.1%	2.4%	-7.7%	11.4%	-1.2%	10.0%	-1.9%	-8.2%	-6.4%	-4.4%	i
CCOCCCNc1nc2c(c(=O)n(C)c(=O)n2C)n1CCCc1ccccc1	-1.3%	2.7%	11.5%	-9.0%	0.6%	9.1%	-0.5%	-16.5%	19.2%	-0.9%	i
Cc1cccc(CNc2nc(-c3ccccc3CN(C)C)nc3ccccc23)c1	2.7%	-1.1%	?	0.794µM*	2.4%[2.29 µM]	143.7%	1.1%	22.3%	-2.1%	5.8%	i
O=c1c2c(nc3c(-c4cccc5ccccc45)c[nH]n13)CCC2	-6.3%	-7.4%	-3.8%	17.2%	0.5%	-1.5%	-1.2%	3.7%	29.3%	-0.6%	1.49e-08M*
CC(C)N=c1cc2n(-c3ccc(Cl)cc3)c3ccccc3nc-2cc1Nc1ccc(Cl)cc1	-3.0%[25.7 µM]	-4.1%[25.7 µM]	-2.1%[17.1 µM]	5.9%[25.6 µM]	-2.9%&3.1%[25.5 µM]	0.126µM*	-0.6%[34.4 µM]	?	14.9%[17.1 µM]	-0.2%[34.4 µM]	2.37e-07M*!
CC(C)(C)NC(=O)Nc1ccccc1C(N)=O	0.1%	1.2%	0.1%	7.8%	4.5%	-1.6%	-1.0%	-15.3%	3.3%	-1.4%	i
CCOc1ccc(-n2c(COc3ccc(C)cc3)nnc2SCC(N)=O)cc1	-3.6%	-3.2%	-3.7%	18.7%	1.9%	1.7%	0.0%	-11.7%	19.5%	-2.7%	?
Cc1noc(C)c1C(=O)NCc1ccco1	-24.4%	-4.6%	?	?	-0.1%	84.6%	-1.7%	-9.7%	38.3%[activator]	7.8%	2.4e-08M*
Cc1cc(NS(=O)(=O)c2ccc(NC(=O)Cc3cccs3)cc2)no1	-1.0%	0.6%	-7.0%	1.0%	0.6%	19.1%	-0.6%	-21.9%	-9.3%	-5.2%	i
C[N+](C)(CCCCCC[N+](C)(C)CCCN1C(=O)c2ccccc2C1=O)CCCN1C(=O)c2ccccc2C1=O	-0.8%	-0.3%	-1.4%	10.7%	0.3%	?	-0.1%	9.9%	/	-2.7%	/
CCc1c(C)nc(N)n2c(SCC(=O)Nc3ccccc3OC)nnc12	1.6%	-2.3%	3.9%	-2.3%	0.0%	-2.3%	0.5%	-7.8%	-2.3%	-0.8%	?
Cn1cccc1C(=O)OCc1cc(Cl)cc2c1OCOC2	-8.3%	-1.3%	-10.6%	?	-1.9%	3.0%	1.9%	-27.9%	12.9%	-2.6%	i
O=C(c1cc(O)c(O)c([N+](=O)[O-])c1)c1ccccc1F	3.4%	1.0%	-8.0%	?	-4.9%	-11.0%	-1.2%	-15.3%	-1.5%	-1.7%	i
COc1ccc(NC(=O)CSc2nnc(Cn3c(=O)sc4ccccc43)n2C)cc1	0.8%	-3.9%	-4.9%	3.5%	-0.6%	2.7%	-3.7%	-8.1%	/	-2.5%	/
Cn1c(/C(C#N)=C2/CCCCCN2)nc2ccccc21	-8.2%	-5.5%	1.4%	8.8%	0.0%	14.1%	1.3%	-15.5%	-5.1%	-0.2%	2.29e-08M*
COc1cccc(NC(=O)Cn2c(SCC(=O)N3CCOCC3)nc3ccccc32)c1	0.1%	-0.4%	4.9%	?	0.1%	5.7%	-1.6%	4.2%	12.3%	-0.8%	i
COc1cc2c(cc1OC)-c1nnc(-c3cccs3)n1C(C)(C)C2	-2.0%	1.0%	29.9%	?	-7.4%	22.3%	-0.3%	?	/	0.1%	/
CCOC(=O)C(NC(=O)c1ccccc1)=C1C=C(C)OC(C)=C1	-3.3%	-0.8%	-2.1%	15.0%	-1.5%	1.7%	-1.6%	2.3%	0.3%	-0.7%	/
Cn1c(NCCCN2CCOCC2)nc2c1c(=O)n(Cc1ccc(Cl)cc1Cl)c(=O)n2C	-3.5%	-2.0%	-4.4%	-24.8%	1.3%	-29.8%	1.0%	?	47.5%[activator]	-0.8%	i
CC(=O)N[C@@H](C(=O)O)C(C)(C)SN=O	1.5%&-2.9%	1.4%&-3.6%	?	1.6%&-10.4%	0.8%&0.6%	?	0.8%&-0.7%	10.4%&2.0%	-4.7%&-3.4%	4.6%&-2.4%	i
O=C(Nc1ccccc1)N1CCC2(CC1)CCN(C(=O)c1cnccn1)CC2	-0.9%	-3.9%	-14.4%	5.1%	0.4%[11.4 µM]	-6.8%	-0.1%	13.4%	-2.3%	0.2%	?
CCc1c(C)c2c(C)[nH]nc2oc1=O	1.3%	-0.2%	7.9%	?	-2.9%	12.9%	-1.6%	21.3%	-3.9%	-0.1%	i
COc1ccc(CCNC(=O)CCCCn2c(=O)[nH]c3ccccc3c2=O)cc1OC	0.0%	2.9%	?	11.7%	0.4%	-0.2%	-0.4%	8.1%	2.3%	1.4%	i
CC(=O)c1cc2c(cc1NS(=O)(=O)c1ccc(C)cc1)OCCO2	-0.7%	-2.9%	22.0%	16.4%	-0.9%	0.5%	-1.5%	-17.3%	-0.9%	-0.7%	1.13e-08M*

Screening data: PubChem, National Center for Advancing Translational Sciences (NCATS)
